Compound activity: PubChem BioAssay, National Center for Advancing Translational Sciences (NCATS)
ERK AVP block – qHTS Assay for Inhibitors of the ERK Signaling Pathway using a Homogeneous Screening Assay. 72,000 compounds, 0.99% hits. Potency, µM (highest dose often 57.5 µM), without a hit: at the top dose activity, negative = inhibition, most hits filed as inhibitors. AID 995, 2007. HEK293-V1b, vasopressin-stimulated pERK AlphaScreen; further: potency means the concentration at half of the fitted maximal effect; on the % scale 0 is the no-effect control and ±100 the full control effect; nearly all actives have a fitted effect of over 55% in size
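HEK293 cells stably expressing V1b receptor, preincubated 30 min at 37 °C with compound, then stimulated 5 min with 25 nM vasopressin. Phospho-ERK by AlphaScreen SureFire after 5 h RT; normalized to DMSO and vasopressin; AC50 by Hill fit.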
Tau fil binding – qHTS Assay for Tau Filament Binding; Microtubule-associated protein tau (Homo sapiens), P10636; recombinant tau filaments, thioflavin S fluorescence, 15 h; filaments grown with octadecylsulfate alongside compound; Potency, µM (highest dose often 57.1 µM), inactives show at the top dose activity change, negative = inhibition; 71,000 compounds, 2% hits;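 further: potency means the concentration at half of the fitted maximal effect; on the % scale 0 is the no-effect control and ±100 the full control effect; actives lower thioflavin S fluorescence by blocking filaments or displacing dye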
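Read-out: ThS fluorescence, 450 nm excitation/510 nm emission; lower signal marks blocked filament formation or displaced dye. Tau at 1 uM with 30 uM ODS, 10 uM ThS, 5 mM DTT, 100 mM NaCl, 10 mM HEPES pH 7.4; 15 h, 37 C.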
4-MU autofl – qHTS Assay for Spectroscopic Profiling in 4-MU Spectral Region | compound autofluorescence, 340/450 nm, 4-MU equivalents; active compounds read high | max dye-equivalent concentration, M | 59,000 compounds, 11% hits | AID 589, 2007; in the data active means max dye-equivalent concentration above about 10 nM; inconclusive means mostly about 1.1 nM to 9.6 nM
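Compounds in 100 mM Tris, pH 8.0, sat 15 min at room temperature before fluorescence was read at 340 nm excitation/450 nm emission; a per-plate six-point 4-MU standard curve converted signals to dye-equivalent concentration at each compound concentration.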
Luciferase inh – qHTS Assay for Inhibitors of Firefly Luciferase; Luciferin 4-monooxygenase (Photinus pyralis), P08659; purified firefly luciferase, luminescence, 8 min; Potency, µM (doses to about 57.1 µM), inactives show top-dose activity change, negative = inhibition, actives largely listed as inhibitors; 72,000 compounds, 2.2% hits; further: potency means the concentration at half of the fitted maximal effect; on the % scale 0 is the no-effect control and ±100 the full control effect; nearly all actives have a fitted effect of over 40% in size
Target sequence (P08659 whole entry, looked up): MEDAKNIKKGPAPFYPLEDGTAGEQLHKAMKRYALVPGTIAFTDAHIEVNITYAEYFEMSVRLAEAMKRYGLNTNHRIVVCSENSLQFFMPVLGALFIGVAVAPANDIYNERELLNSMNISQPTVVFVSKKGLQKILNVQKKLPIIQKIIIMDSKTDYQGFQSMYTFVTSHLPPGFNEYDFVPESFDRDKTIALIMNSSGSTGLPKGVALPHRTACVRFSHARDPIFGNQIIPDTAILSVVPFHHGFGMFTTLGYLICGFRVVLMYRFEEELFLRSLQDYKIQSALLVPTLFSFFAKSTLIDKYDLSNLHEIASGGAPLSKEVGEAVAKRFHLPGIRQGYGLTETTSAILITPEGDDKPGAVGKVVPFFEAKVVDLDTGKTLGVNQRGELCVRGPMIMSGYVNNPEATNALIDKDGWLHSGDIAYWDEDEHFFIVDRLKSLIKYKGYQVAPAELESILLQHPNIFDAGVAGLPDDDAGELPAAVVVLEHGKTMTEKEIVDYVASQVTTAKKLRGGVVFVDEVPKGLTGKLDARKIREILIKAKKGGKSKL
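Compounds were tested as concentration series (qHTS) against purified P. pyralis luciferase with luciferin and 10 uM ATP in 50 mM imidazole pH 7.2, 50 mM KCl, 7 mM MgCl2, 0.01% Tween 20, 0.05% BSA. Luminescence was read after 8 min at ambient temperature.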
Texas Red fluor – qHTS Assay for Spectroscopic Profiling in Texas Red Spectral Region. Compound fluorescence, Texas Red channel, 547/618 nm; active compounds read high. max dye-equivalent concentration, M. 59,000 compounds, 0.06% hits. AID 587, 2007; in the data active means max dye-equivalent concentration above about 10 nM; inconclusive means between about 1.1 nM and that limit
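Compound titrations in 100 mM Tris pH 8.0 were incubated 15 min at room temperature and read at 547 nm excitation / 618 nm emission. Texas Red six-point standard curve on each plate converted fluorescence to dye-equivalent concentration.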
Rhodamine fluor – qHTS Assay for Spectroscopic Profiling in Rhodamine Spectral Region; Rhodamine-region fluorescence, 547/598 nm, Tris buffer; active compounds read high; max dye-equivalent concentration, M; 59,000 compounds, 0.05% hits; AID 594, 2007; in the data active means max dye-equivalent concentration above about 11 nM; inconclusive means between about 1.1 nM and that limit
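Intrinsic compound fluorescence, ex 547 / em 598 nm, CCD imager. Tris 100 mM pH 8.0; 15 min RT. Output = rhodamine dye-equivalent concentration at each compound concentration.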
HEK293 cAMP ctrl – qHTS Assay for Agonists of the Thyroid Stimulating Hormone Receptor: Activators of Intracellular cAMP Concentrations in Parental HEK 293; parental HEK293 CNG cAMP sensor, membrane potential fluorescence; Potency, µM (top dose mostly 57.1 µM), without a hit: at the highest dose activation, hits mostly activators; 73,000 compounds, 2.5% hits; further: potency means the concentration at half of the fitted maximal effect; % of control where 0% means no effect; nearly all actives have a fitted effect of over 55% in size
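Counterscreen for endogenous-receptor signalling: CNG-channel HEK 293 cells report cAMP rise by membrane depolarization. After 60 min dye equilibration with 100 uM RO 20-1724, compounds incubated 30 min before bottom-read fluorescence at 590 nm.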
Caspase-7 inhib – qHTS Assay for Allosteric/Competitive Inhibitors of Caspase-7. P55210. recombinant caspase-7, Ac-DEVD-AFC fluorescence rate. Potency, µM (series often up to 57.5 µM), without a hit: at the top dose activity change, negative = inhibition, hits mostly inhibitors. 75,000 compounds, 0.02% hits; active means well fitted inhibition curve with a large enough effect in the main read-out, with a control signal flat, not every such curve was filed as active; inconclusive means small, poorly fitted or top-dose-only effect, or a change in a side signal; further: potency means the concentration at half of the fitted maximal effect; % of control where 0% means no effect
Caspase-1 inhib – qHTS Assay for Allosteric/Competitive Inhibitors of Caspase-1; Caspase-1 enzyme, Ac-WEHD-AFC fluorogenic rate; P29466; AID 900, 2007; Potency, µM (doses to about 57.5 µM), inactives show at the highest dose activity change, negative = inhibition, usual class: inhibitors; 75,000 compounds, 0.03% hits;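 further: potency means the concentration at half of the fitted maximal effect; plate controls were vehicle for no effect and no substrate for full effect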
Target sequence (P29466 120-297 limits assumed): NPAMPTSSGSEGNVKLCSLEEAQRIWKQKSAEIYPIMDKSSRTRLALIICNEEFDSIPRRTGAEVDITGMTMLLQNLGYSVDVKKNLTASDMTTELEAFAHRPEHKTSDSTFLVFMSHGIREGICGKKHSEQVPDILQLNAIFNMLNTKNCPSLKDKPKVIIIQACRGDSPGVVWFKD
Target sequence (P29466 317-404 limits assumed): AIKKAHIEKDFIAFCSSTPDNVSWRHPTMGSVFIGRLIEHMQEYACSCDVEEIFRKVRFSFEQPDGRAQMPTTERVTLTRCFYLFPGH
A350 autofl – qHTS Assay for Spectroscopic Profiling in A350 Spectral Region; Compound autofluorescence, 340/450 nm, Alexa 350 dye-equivalents; active compounds read high; max dye-equivalent concentration, M; 59,000 compounds, 11% hits; AID 590, 2007; in the data active means max dye-equivalent concentration above about 10 nM; inconclusive means mostly about 1.1 nM to 9.6 nM
Fluorescein fluor – qHTS Assay for Spectroscopic Profiling in Fluorescein Spectral Region. Compound autofluorescence, 480/540 nm, fluorescein-equivalent; active compounds read high. max fluorescein-equivalent concentration, M. 59,000 compounds, 0.91% hits. AID 593, 2007; in the data active means max fluorescein-equivalent concentration above about 10 nM; inconclusive means between about 1.1 nM and that limit
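Each compound is tested across a concentration series in 100 mM Tris buffer at pH 8.0. After 15 min at room temperature, plates are imaged with 480 nm excitation and 540 nm emission filters, and intensities are converted to fluorescein-equivalent values.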
* hit, by the source's call; [ ] = another dose, or the depositor's remark. Unless noted, the call rests on the fitted dose curve; in most records, active means well fitted curve in the direction sought with a large enough effect; inconclusive means small, poorly fitted or top-dose-only effect, or another doubt; inactive means no such curve, though single readings can be large; an effect the other way counts as inactive or inconclusive. Some of the compounds tested, so the mix of outcomes need not match the whole.

Results for Cc1nn(-c2ccccc2)c2c1C1(C(=O)N(C(C)C)c3ccccc31)C(C#N)=C(N)O2 (stereo not given) ?
ERK AVP block: -20%; Tau fil binding: -2%; 4-MU autofl: inactive; Luciferase inh: 0%; Texas Red fluor: inactive; Rhodamine fluor: inactive; HEK293 cAMP ctrl: 5%; Caspase-7 inhib: 0%; Caspase-1 inhib: -3%; A350 autofl: inactive; Fluorescein fluor: inactive

What do the screens show for `C[N+](C)(C)CCCCCNCC12CC3CC(CC(C3)C1)C2`?
ERK AVP block: -9%; Tau fil binding: 32µM*; Luciferase inh: 1%; HEK293 cAMP ctrl: 11%; Caspase-7 inhib: 0%; Caspase-1 inhib: 0%

How did O=C(Cn1cccc1)N1CCN(c2ccc(F)cc2)CC1 do in these assays?
ERK AVP block: -12%; Tau fil binding: -3%; Luciferase inh: 0%; HEK293 cAMP ctrl: 0%; Caspase-7 inhib: 0%; Caspase-1 inhib: -1%

Results for COC(=O)/C=c1/s/c(=C(\C#N)C(=O)NCc2ccco2)n(-c2ccccc2)c1=O ?
4-MU autofl: inactive; Luciferase inh: -2%[25.5 µM]; Texas Red fluor: inactive; Rhodamine fluor: inactive; A350 autofl: inactive; Fluorescein fluor: inconclusive

What do the screens show for `NC(=O)c1c(NC(=O)CSc2nnc(-c3ccco3)n2-c2ccccc2)sc2c1CCC2`?
ERK AVP block: -11%; Tau fil binding: 22%; 4-MU autofl: inactive; Luciferase inh: -37%; Texas Red fluor: inactive; Rhodamine fluor: inactive; HEK293 cAMP ctrl: inconclusive; Caspase-7 inhib: -23%; Caspase-1 inhib: -5%; A350 autofl: inactive; Fluorescein fluor: inconclusive

How did CN1CCN(S(=O)(=O)c2ccc(NC(=O)c3csc4ccccc34)cc2)CC1 do in these assays?
ERK AVP block: 3%; Tau fil binding: -10%; 4-MU autofl: inactive; Luciferase inh: -2%; Texas Red fluor: inactive; Rhodamine fluor: inactive; HEK293 cAMP ctrl: 5%; Caspase-7 inhib: -1%; Caspase-1 inhib: -2%; A350 autofl: inactive; Fluorescein fluor: inconclusive

How did C=CCn1c(SCCCC)nc(O)cc1=O do in these assays?
ERK AVP block: -12%; Tau fil binding: 3%; Luciferase inh: -1%; HEK293 cAMP ctrl: 29%; Caspase-7 inhib: -5%; Caspase-1 inhib: -4%

How did O=C(c1ccc2c(c1)OCO2)N(c1ccc(Cl)cc1)C1C=CS(=O)(=O)C1 (stereo not given) do in these assays?
ERK AVP block: 12%; Tau fil binding: 6%; 4-MU autofl: inactive; Luciferase inh: 1%; Texas Red fluor: inactive; Rhodamine fluor: inactive; HEK293 cAMP ctrl: 24%; Caspase-7 inhib: -1%; Caspase-1 inhib: 0%; A350 autofl: inactive; Fluorescein fluor: inactive

What do the screens show for `CCc1ccc(OCC(=O)N(C)C)c(Br)c1`?
ERK AVP block: -22%; Tau fil binding: 3%; 4-MU autofl: inactive; Luciferase inh: 0%; Texas Red fluor: inconclusive; Rhodamine fluor: inactive; HEK293 cAMP ctrl: 7%; Caspase-7 inhib: 0%; Caspase-1 inhib: 2%; A350 autofl: inactive; Fluorescein fluor: inactive

What do the screens show for `Cc1nn(-c2ccc(F)cc2)c(C)c1NS(=O)(=O)c1ccc(Cl)cc1`?
ERK AVP block: 0%; Tau fil binding: -3%; 4-MU autofl: inactive; Luciferase inh: 1%; Texas Red fluor: inconclusive; Rhodamine fluor: inactive; HEK293 cAMP ctrl: 2%; Caspase-7 inhib: -1%; Caspase-1 inhib: -1%; A350 autofl: inactive; Fluorescein fluor: inconclusive

What do the screens show for `COc1cc(OC)c(C2SCCN2S(=O)(=O)c2ccc(F)cc2)cc1OC` (stereo not given)?
ERK AVP block: 15%; Tau fil binding: -5%; 4-MU autofl: inactive; Luciferase inh: -2%; Texas Red fluor: inactive; Rhodamine fluor: inactive; HEK293 cAMP ctrl: 23%; Caspase-7 inhib: 0%; Caspase-1 inhib: 0%; A350 autofl: inactive; Fluorescein fluor: inconclusive

What do the screens show for `O=C(Nc1ccc(Cl)c(C(F)(F)F)c1)N1CCCC(O)C1` (stereo not given)?
ERK AVP block: 17%; Tau fil binding: 8%; 4-MU autofl: inactive; Luciferase inh: -1%; Texas Red fluor: inactive; Rhodamine fluor: inactive; HEK293 cAMP ctrl: -6%; Caspase-7 inhib: 0%; Caspase-1 inhib: 2%; A350 autofl: inactive; Fluorescein fluor: inconclusive

Results for Cn1c(Cn2cnc3ccccc32)nc2ccccc21 ?
4-MU autofl: inactive; Luciferase inh: -2%[25.5 µM]; Texas Red fluor: inactive; Rhodamine fluor: inactive; A350 autofl: inactive; Fluorescein fluor: inactive

Results for COC(=O)c1cc2occc2n1CC(=O)Nc1cc(OC)cc(OC)c1 ?
ERK AVP block: -17%; Tau fil binding: 31%; 4-MU autofl: inactive; Luciferase inh: 1%; Texas Red fluor: inactive; Rhodamine fluor: inactive; HEK293 cAMP ctrl: 2%; Caspase-7 inhib: -1%; Caspase-1 inhib: 1%; A350 autofl: inactive; Fluorescein fluor: inactive

Results for O=C(NC1CCCC1)C(c1cccs1)N(CC1CCCO1)C(=O)Cc1cccs1 (stereo not given) ?
ERK AVP block: 4%; Tau fil binding: 0%; 4-MU autofl: inactive; Luciferase inh: 2%; Texas Red fluor: inactive; Rhodamine fluor: inactive; HEK293 cAMP ctrl: 0.32µM*; Caspase-7 inhib: 7%; Caspase-1 inhib: 0%; A350 autofl: inactive; Fluorescein fluor: inconclusive

What do the screens show for `O=C(CSc1nnc(CN2CCOCC2)n1-c1ccc(Cl)cc1)N1CCc2ccccc21`?
ERK AVP block: 14%; Tau fil binding: 0%; 4-MU autofl: inactive; Luciferase inh: 1%; Texas Red fluor: inactive; Rhodamine fluor: inactive; HEK293 cAMP ctrl: 4%; Caspase-7 inhib: -2%; Caspase-1 inhib: -1%; A350 autofl: inactive; Fluorescein fluor: inactive

What do the screens show for `CCN1CCN(c2cc(C)c3cc(NC(=O)c4ccncc4)ccc3n2)CC1`?
ERK AVP block: -17%; Tau fil binding: 16µM*; Luciferase inh: 0%; HEK293 cAMP ctrl: -5%; Caspase-7 inhib: -3%; Caspase-1 inhib: -6%

What do the screens show for `Cc1noc(C)c1C(=O)N1CCc2ccccc21`?
ERK AVP block: 14%; Tau fil binding: 8%; 4-MU autofl: inactive; Luciferase inh: 3%; Texas Red fluor: inactive; Rhodamine fluor: inactive; HEK293 cAMP ctrl: 3%; Caspase-7 inhib: -1%; Caspase-1 inhib: 0%; A350 autofl: inactive; Fluorescein fluor: inconclusive

How did O=C(NC(=O)N1CCN(c2ccccc2F)CC1)c1ccccc1 do in these assays?
ERK AVP block: 10%; Tau fil binding: -1%; 4-MU autofl: inactive; Luciferase inh: 0%; Texas Red fluor: inactive; Rhodamine fluor: inactive; HEK293 cAMP ctrl: 24%; Caspase-7 inhib: 8%; Caspase-1 inhib: 1%; A350 autofl: inconclusive; Fluorescein fluor: inactive

Results for Cc1ccccc1-c1cncnc1NCc1cccnc1 ?
ERK AVP block: inconclusive; Tau fil binding: -9%; 4-MU autofl: inactive; Luciferase inh: 0%[2.29 µM]; Texas Red fluor: inactive; Rhodamine fluor: inactive; HEK293 cAMP ctrl: 11%; Caspase-7 inhib: -1%; Caspase-1 inhib: 1%; A350 autofl: inactive; Fluorescein fluor: inconclusive

What do the screens show for `Cn1c(CNC(=O)c2ccco2)nnc1SCC(=O)N1c2ccccc2Sc2ccccc21`?
ERK AVP block: -8%; Tau fil binding: 8%; 4-MU autofl: inactive; Luciferase inh: 2%; Texas Red fluor: inactive; Rhodamine fluor: inactive; HEK293 cAMP ctrl: 3%; Caspase-7 inhib: -1%; Caspase-1 inhib: -1%; A350 autofl: inactive; Fluorescein fluor: inactive

What do the screens show for `COc1ccc(S(=O)(=O)N(C)CC(=O)N2CCN(C)CC2)cc1C`?
ERK AVP block: -15%; Tau fil binding: 3%; 4-MU autofl: inactive; Luciferase inh: 4%; Texas Red fluor: inactive; Rhodamine fluor: inactive; HEK293 cAMP ctrl: 17%; Caspase-7 inhib: -3%; Caspase-1 inhib: -2%; A350 autofl: inactive; Fluorescein fluor: inactive

How did CC(C)(C)P(=O)(CO)c1ccccc1 (stereo not given) do in these assays?
ERK AVP block: -5%; Tau fil binding: 10%; Luciferase inh: 1%; HEK293 cAMP ctrl: inconclusive; Caspase-7 inhib: -2%; Caspase-1 inhib: 0%

What do the screens show for `CC(=O)N1CCc2cc(S(=O)(=O)NCCN3CCC(C)CC3)ccc21`?
ERK AVP block: 23%; Tau fil binding: -7%; 4-MU autofl: inactive; Luciferase inh: -1%; Texas Red fluor: inactive; Rhodamine fluor: inactive; HEK293 cAMP ctrl: 7%; Caspase-7 inhib: -1%; Caspase-1 inhib: 1%; A350 autofl: inactive; Fluorescein fluor: inconclusive
